Screening data from PubChem.
PrPC TRFRET = reduces human prion protein on the cell surface; P04156; cell surface PrPC, TR-FRET read-out; inhibition, % at 13.8 µM; 370,000 compounds, 0.43% hits; AID 720596; in the data active means inhibition above about 24%; further: 0% = median of the test wells and 100% = reference compound wells
CCHF vOTU inh = CCHFV vOTU protease inhibition; Pep-AMC fluorescence; inhibition, % at 11.5 µM; 370,000 compounds, 0.55% hits; in the data active means inhibition above about 30%; further: 0% = vehicle wells with enzyme and 100% = no enzyme wells
* hit, by the source's call; & = joins results of further samples.

SMILES	PrPC TRFRET	CCHF vOTU inh
Cc1ccc(C2CCC3(CCC(=O)N3CCO)CC2)cc1 (stereo unspecified)	6.9&-0.5	-4.9&-4.8
O=C(NCc1ccccc1F)C1C2C=CC3(CN(Cc4ccccc4)C(=O)C13)O2 (stereo unspecified)	-7.7	-6.1
Cc1ccc2c(c1)C(CS(=O)(=O)NC1CCCC1)NC2 (stereo unspecified)	-5.9	8.1
COC(=O)[C@]12C[C@H](CC(=O)NCc3ccc(OC)c(OC)c3)C(=O)N(Cc3cccc4ccccc34)C1=C[C@H](C(C)(C)C)O[C@@H]2C	12.9	11.0
CCC(=O)OCCCN1C(=O)CCC12CCC(c1ccccc1)CC2 (stereo unspecified)	1.6	6.2
Cc1ccc(NC(=O)CSc2nnc(-c3ccccc3F)n2-c2ccccc2)c(C)c1	1.2	9.2
Cc1ccc(Cn2cc(CN3[C@@H](C)COc4cc(Br)ccc4S3(=O)=O)nn2)cc1	-11.5	5.6
COP(=O)(OC)C(Cc1ccccc1)NC(=O)CNC(=O)OCc1ccccc1 (stereo unspecified)	2.3	-0.7
C=CCOC(=O)C(CO)NC(=O)CCCC(=O)O (stereo unspecified)	8.1	0.9
CC(C)(C)N(Cc1cn(Cc2ccccc2)nn1)S(=O)(=O)c1ccccc1Br	7.1	13.8
CC(=O)CC[C@H]1CC[C@]2(CCCN(C(=O)c3ccc4ccccc4n3)C2)O1	6.3	13.5
CCCCCCCCN1C(=O)[C@@H](CC(=O)NCCC(C)C)C[C@@]2(C(=O)OC)C1=C[C@H](COCc1ccccc1)O[C@@H]2C	-4.9	30.3*
CC(=O)c1cc(-c2ccc(Oc3ccccc3)cc2)c(=O)n2c1CCC2	0.9	3.8
COc1ccc(-c2noc(C3CCCN(C(=O)Nc4cccc(C)c4)C3)n2)cc1 (stereo unspecified)	12.8	3.8
COC(=O)c1cc(-c2cccc3c2sc2ccccc23)c(=O)n2c1CCC2	-11.4	-0.8
COC(=O)C1CN(Cc2ccc(Cl)cc2)CCS(=O)(=O)N1Cc1cn(Cc2ccc(C)cc2)nn1 (stereo unspecified)	1.9	12.1
O=S1(=O)c2ccc(N3CC[C@H](O)C3)cc2O[C@H]2CCN1C2	-2.4	-6.2
Cc1c[nH]c2cccc(-c3cc4ccccc4o3)c12	10.8	-37.1
COC(=O)[C@]12C[C@H](CC(=O)NCc3ccc(OC)c(OC)c3)C(=O)N(Cc3ccco3)C1=C[C@H](C(C)C)O[C@@H]2C1CC1	3.8	3.8
O=C(C1CCCN1S(=O)(=O)c1ccc(Br)s1)N1CCN(c2ccccc2)CC1 (stereo unspecified)	-2.9	3.2

The closing two records of the part above lead into the next:
SMILES	PrPC TRFRET	CCHF vOTU inh
COC(=O)[C@]12C[C@H](CC(=O)NCc3ccc(OC)c(OC)c3)C(=O)N(Cc3ccco3)C1=C[C@H](C(C)C)O[C@@H]2C1CC1	3.8	3.8
O=C(C1CCCN1S(=O)(=O)c1ccc(Br)s1)N1CCN(c2ccccc2)CC1 (stereo unspecified)	-2.9	3.2
COC(=O)[C@]12C[C@H](CC(=O)N3CCCCC3)C(=O)N(Cc3cccc4ccccc34)C1=C[C@H](C(C)C)O[C@@H]2C1CC1	11.1	10.6
C[C@@H]1CCN(C2CC2)S(=O)(=O)c2ccc(N3CCC[C@@H]3CO)cc2O1	-3.2	-1.9
COC(=O)CSc1nnc(-c2cccs2)o1	0.1	-3.2
O=C(NCCc1c[nH]c2ccccc12)OCc1cn(Cc2ccccc2C(F)(F)F)nn1	12.0	5.7
CN1CC=C(c2ccc(C(F)(F)F)cc2)N(c2ccc(Br)cc2)C1=O	10.5	3.9
CC(C)CN1C(=O)[C@@]2(CC(=O)N(C)C2c2ccccc2)c2cc(-n3cc(C(C)(C)O)nn3)ccc21 (stereo partly specified)	7.8	-6.5
O=C(c1cccs1)n1ccc2ccc(-c3ccc4ccn(C(=O)c5cccs5)c4c3)cc21	-1.2	-9.2
C[C@@H]1COc2cccc(N3CCSCC3)c2S(=O)(=O)N1C	6.6	10.2
COP(=O)(CC(=O)OC(C)(C)C)C(CC(C)C)NC(=O)OCc1ccccc1 (stereo unspecified)	-3.8	0.8
CN1[C@@H](Cc2ccccc2)COc2cccc(N3CCCC3)c2S1(=O)=O	6.5	4.8
COc1ccc(CCNC(=O)Nc2ccc3c(c2)[C@@]2(CC(=O)N(CC(C)C)C2c2ccccc2)C(=O)N3C)cc1OC (stereo partly specified)	-7.0	3.3
Cc1ccc(-n2c(SCc3ccc(Cl)c(Cl)c3)nnc2-c2ccc(C(C)(C)C)cc2)cc1	-2.6	-3.0
CCCCCCCCN1C(=O)[C@@H](CC(=O)NCCc2ccccc2OC)C[C@@]2(C(=O)OC)C1=C[C@H](COCc1ccccc1)O[C@@H]2C	0.9	13.0
Cc1ccc(-n2c(SCC(=O)Nc3ccc(S(=O)(=O)Nc4cc(C)nc(C)n4)cc3)nnc2-c2ccncc2)cc1	-13.7	-5.8
COC(=O)[C@H](C(C)C)N1Cc2nnn(Cc3ccc(C)cc3)c2-c2cc(F)ccc2S1(=O)=O	12.7	9.1
O=C(NCc1ccccc1)c1ccc(CO)cc1	-4.1	-8.6
Cc1ccccc1-c1cccc2c3c([nH]c12)[C@@H]1C[C@H]2[C@@H](CN1CC3)[C@H](C)ON2C	-9.4	6.9
COC(=O)[C@H]1C[C@@]2(C)c3ccccc3N(S(=O)(=O)c3ccccc3)[C@H]2N1C(=O)CNC1CCCCC1	-6.1	-5.7
CC(/C=N/NC(=O)CSc1nnc(SCc2ccc(C)cc2)s1)=C\c1ccco1	6.4	9.4
COC(=O)[C@]12C[C@H](CC(=O)N3CCCC3)C(=O)N(Cc3ccc(Cl)cc3Cl)C1=C[C@H](C(C)(C)C)O[C@@H]2C	8.7	16.3

(cont.)
SMILES	PrPC TRFRET	CCHF vOTU inh
CCCCN1C[C@@H]2CSCCS(=O)(=O)N2C1=O	-4.0	5.8
O=C(CSc1nnc(-c2ccccn2)n1-c1ccc(Cl)cc1)Nc1ccc(S(=O)(=O)Nc2nccs2)cc1	7.3	7.2
CCCCCN1CCCCC(NC(=O)c2ccc(C)cc2)C1=O (stereo unspecified)	-6.7	2.4
COc1ccc(C(CCOC(=O)Oc2ccccc2)c2cc(OC)cc(OC)c2)cc1 (stereo unspecified)	12.5	10.5
CCCC[C@H]1C2CC(OC(=O)Nc3ccc4c(c3)OCO4)C(C2)[C@H]2CCCCN21 (stereo partly specified)	-0.7	0.4
Cc1cc(=O)[nH]c(SCC(=O)Nc2ccc(Cl)cc2C)n1	7.6	-2.3
COc1ccccc1CNC(=O)C[C@H]1CC[C@H]2[C@@H](COc3ccc(NC(=O)Nc4ccccc4)cc3C(=O)N2C)O1	-3.9	3.1
CCOC(=O)[C@]12CCCC=C1N(CCCOC)C(=O)[C@@H]2CC(=O)NCCc1ccccc1OC	-2.7	10.2
COC(=O)C1=C[C@H]([C@@H](C)[C@H](OC)c2ccccc2Br)[C@@H]2[C@H]1c1ccccc1N2C	-1.2	5.6
O=C(CCc1ccccc1)N[C@H]1[C@@H](OC(=O)c2ccco2)CCC[C@]12C(=O)N(Cc1ccccc1)c1ccccc12	-0.5	2.7
COC(=O)N1CCCC1c1cccc2[nH]cc(C)c12 (stereo unspecified)	-2.5	-0.1
O=C(Nc1ccc(C(F)(F)F)cc1)OC1CCC12CCCCC2 (stereo unspecified)	4.2	13.8
Cc1ccccc1Cn1cc(CN2[C@H](CC(C)C)COc3cc(Br)ccc3S2(=O)=O)nn1	0.4	0.5
O=C(Nc1ccc(F)cc1)OCc1cn(Cc2ccc(F)c(F)c2)nn1	5.5	7.5
O=C1CC(N2CCCN(Cc3ccccc3)CC2)=NC(=O)N1c1ccc(Br)cc1	4.8	7.1
Cc1ccc2c(c1)C1CS(=O)(=O)N(C3CCCC3)C(=O)N1C2 (stereo unspecified)	-3.2	-1.0
C[C@@H]1CCN(C2CC2)S(=O)(=O)c2c(cccc2N2CC[C@@H](O)C2)O1	-1.0	-8.1
CCOC(=O)[C@]12CCCC=C1N(Cc1ccc(OC)cc1)C(=O)[C@@H]2CC(=O)NCc1cccc2ccccc12	14.1	8.9
COC(=O)C1CN(Cc2ccc(F)cc2)CCS(=O)(=O)N1Cc1cn(Cc2ccc(Cl)cc2)nn1 (stereo unspecified)	0.4	4.2
O=C(CSc1nc2ccccc2nc1N1CCCC1)N1CCN(C(c2ccccc2)c2ccccc2)CC1	-3.4	-1.7

Next section.
mol | PrPC TRFRET | CCHF vOTU inh
O=C(CCc1ccccc1)N[C@H]1[C@H](O)CCC[C@]12C(=O)N(Cc1ccccc1)c1ccccc12 | -5.4 | 0.8
COc1ccc(C2CCC3(CCC(=O)N3CCOC(=O)NCc3ccc(Cl)cc3)CC2)cc1 (stereo unspecified) | -6.5 | 10.2
CC[C@@H](CCCc1ccccc1OC)CCS(=O)(=O)C(C)(C)C | -0.8 | 6.8
CCN1CCCCC(NC(=O)c2cc(OC)c(OC)c(OC)c2)C1=O (stereo unspecified) | 6.7 | 14.7
Cc1ccccc1CC(=O)N1CCC(n2nnc3ncccc32)CC1 | -1.8 | -4.9
CCOC(=O)C1=NOC(C(=O)NC2CCCC2)(C(=O)c2ccc(OC)cc2)C1 (stereo unspecified) | 15.0 | 8.5
CN(CCc1ccccn1)C(=O)Cn1nc(-c2ccccc2)ccc1=O | -9.6 | -0.5
C[N+]1=C(N)N[C@@]2(C=C3CCCCC3n3c(=O)n(-c4ccccc4)c(=O)n32)C1 (stereo partly specified) | 2.4 | -4.5
O=[N+]([O-])c1cncc2[nH]cnc12 | -41.9 | -5.8
O=C(NCc1ccccc1)Nc1ccccc1C(=O)N1CCCC1 | -0.1 | 0.9
CN1C(=O)c2cc(NS(C)(=O)=O)ccc2OC[C@@H]2O[C@@H](CC(=O)NCc3ccc(-c4ccccc4)cc3)CC[C@H]21 | -0.5 | -9.8
CCC[C@@H](/C=C/C(=O)OC(C)(C)C)Sc1ccc(OC)cc1 | -1.8 | 3.9

The closing 2 records of the part above come first, to join the parts.
mol | PrPC TRFRET | CCHF vOTU inh
CN1C(=O)c2cc(NS(C)(=O)=O)ccc2OC[C@@H]2O[C@@H](CC(=O)NCc3ccc(-c4ccccc4)cc3)CC[C@H]21 | -0.5 | -9.8
CCC[C@@H](/C=C/C(=O)OC(C)(C)C)Sc1ccc(OC)cc1 | -1.8 | 3.9
c1ccn(-c2ccc(-c3noc(CCc4ccncc4)n3)cc2)c1 | 21.9 | 11.8
Cc1ccc(C2CCC3(CCC(=O)N3CCOC(=O)Nc3cccc(C#N)c3)CC2)cc1 (stereo unspecified) | 0.5&-3.2 | 6.7&9.2
COc1ccc(C(C(=O)N(C)C2CCCC2)N(Cc2ccc(F)cc2)C(=O)c2ncn[nH]2)cc1OC (stereo unspecified) | 3.1 | 0.1
COc1cccc(C(=O)N(CCN2CCOCC2)Cc2ccc(OC)c(OC)c2)c1 | -0.5 | 4.2
C[C@@H]1CCN(C2CC2)S(=O)(=O)c2ccc(N3CCC[C@H]3C)cc2O1 | -2.9 | -3.2
CC(=O)N[C@@H]1C[C@@H]2O[C@H](CO)CC[C@@H]2O[C@@H]1CCc1ccc(C#CC2(O)CCCC2)cc1 | 4.7 | -12.1
O=C(c1cccc(Oc2ccccc2)c1)N1CCC(Oc2cccnc2)CC1 | 9.9 | -3.2
O=C(CSc1nnc(-c2ccccc2)n1-c1ccccc1)Nc1ccccc1-c1ccccc1 | 5.0 | 5.0
O=C(Nc1ccc2c(c1)OCO2)NC1CCCCN(Cc2cccc(Cl)c2)C1=O (stereo unspecified) | -1.4 | -1.4
COc1ccc(CSc2nnc(SCC(=O)Nc3ccc(S(N)(=O)=O)cc3)s2)cc1 | -7.3 | 10.5
CC(=O)c1cc(-c2cc(C(=O)O)cc([N+](=O)[O-])c2)c(=O)n2c1CCC2 | -13.8 | -2.5
O=C(NCc1cccs1)C1CCN(S(=O)(=O)c2ccccc2[N+](=O)[O-])CC1 | -2.9 | 13.6

Continuation.
mol | PrPC TRFRET | CCHF vOTU inh
CCOC(=O)Cn1cc(CN2CCS(=O)(=O)N(Cc3ccc(OC)cc3)C(C(=O)OC)C2)nn1 (stereo unspecified) | -3.5 | -6.0
CC(C)[C@H]1Cn2nncc2Cn2c3ccccc3c(=O)n21 | -6.8 | -7.3
COC(=O)C1CN(Cc2cn(Cc3ccccc3)nn2)CCS(=O)(=O)N1Cc1ccc(C)cc1 (stereo unspecified) | -4.2 | -5.2
O=S1(=O)c2c(NCc3ccco3)cccc2Oc2ccccc2CN1Cc1cn(Cc2ccc(F)cc2)nn1 | 2.3 | -1.9
CN(C)c1ccc(/C=N\NC(=O)c2cccc(S(=O)(=O)N(C)C)c2)cc1 | -2.5 | 14.3
CCCCn1nnnc1C1c2ccccc2OCC(=O)N1Cc1ccc2c(c1)OCO2 (stereo unspecified) | 1.7 | -1.1
CC(C)C[C@@H]1COc2cccc(F)c2S(=O)(=O)N1C | 7.6 | 0.1
CCC(CC)(CC(=O)Nc1cccc(/C=C/c2nc(C3CCC3)cs2)c1)C(=O)O | 8.4 | -1.4
COC(=O)C1CN(Cc2ccc(C)cc2)CCS(=O)(=O)N1Cc1cn(Cc2ccc(C)cc2)nn1 (stereo unspecified) | 10.8 | 6.4
COC(=O)[C@]12C[C@H](CC(=O)NCc3cccc(C(F)(F)F)c3)C(=O)N(Cc3ccco3)C1=C[C@H](C1CCCC1)O[C@@H]2C | 9.7 | 19.4
CCCCCCCCN1C(=O)[C@@H](CC(=O)NCCCC)C[C@@]2(C(=O)OC)C1=C[C@H](COCc1ccccc1)O[C@@H]2C | 5.7 | 28.9
C=CCn1c(COc2ccccc2)nnc1SCC(=O)Nc1ccc(S(=O)(=O)Nc2cc(C)nc(C)n2)cc1 | 2.2 | -2.3

Next structures
mol | PrPC TRFRET | CCHF vOTU inh
O=C(NC1CCC1)c1ccc(C#Cc2cccc(F)c2)cn1 | 12.6 | 3.4
O=C1C[C@@H](c2ccccc2)N=C2N(Cc3ccc4c(c3)OCO4)C/C(=C/c3ccccc3)N12 | 3.0 | 4.8
O=[N+]([O-])c1ccc(OC[C@@H](O)CN2CCC(C(O)(c3ccccc3)c3ccccc3)CC2)c(Cl)c1 | -26.1 | 9.4
Cc1ccc(-n2c(SCc3nc4ccccc4[nH]3)nnc2-c2ccccn2)cc1 | -2.0 | -3.7

A portion of the library. The share of hits here may be higher or lower than overall.
